Bioassay records as filed in PubChem BioAssay.
hERG WT inh = blocks the wildtype human KCNH2 potassium channel | U2OS, BacMam KCNH2, thallium flux FluxOr; stronger effect = lower value | activity change, % at 1.84 µM | 0.37% of 340,000 active;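 active means maximum activity change below -70%; inconclusive means maximum activity change between -70% and -50%; inactive means maximum activity change above -50%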
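U2OS cells transduced with wild-type KCNH2 virus are loaded with FluxOr dye for 45 min, and thallium flux is measured in kinetic reads before and after stimulation buffer. Rate constants are normalized to DMSO controls.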
FBPA coupling cs = counter-screen for Giardia aldolase inhibitors: coupling enzyme system; activity change, negative = inhibition, % at 58.2 µM, hits read low; coupling enzyme system counterscreen, AmpLite Red fluorescence; 0.67% of 290,000 active; AID 2472; in the data active means activity change below about -30%
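Coupling enzymes only (glyceraldehyde-3-phosphate) + compound, at 57.5 uM final, 10 min RT; add substrate/coupling/AmpLite Red mix, 20 min RT; fluorescence ex 525/em 598 nm. Actives flag coupling-system interference.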
USP2a block = blocks human ubiquitin-specific protease USP2a. O75604. USP2 core, Ub-CHOP2 coupled fluorogenic reporter, 485/531. Potency, µM (highest dose often 38.3 µM), for the others: at the top dose activity change, negative = inhibition, hits mostly inhibitors. 0.01% of 330,000 active. AID 463254;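 further: potency means the concentration at half of the fitted maximal effect; plate controls were DMSO wells for no effect and full inhibition by NEM control for full effect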
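USP2 core (10nM final) preincubated 30min RT with compound in 20mM Tris-HCl pH 8.0, 2mM CaCl2, 2mM beta-mercaptoethanol, 0.05% CHAPS; 25nM Ub-CHOP2 plus 25nM reporter substrate added, fluorescence (Ex485/Em531) read after 60min.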
Giardia killer = Giardia lamblia killing; Giardia lamblia trophozoite viability; activity change, % at 7.66 µM, hits read low; 0.15% of 340,000 active; in the data active means activity change below about -80%; inconclusive means between about -30% and that limit;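 further: parasites exposed to compound for two days anaerobically before the ATP read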
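Killing of trophozoites was scored by loss of ATP luminescence after a 48 hrs anaerobic exposure to compounds at 37 deg C, using 100 cells per well.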
GALK inhibitor = galactokinase (human) inhibition; P51570; Purified GALK, Kinase-Glo residual ATP luminescence; Potency, µM (titrated, usually from 57.5 µM), for inactives: at the top dose activity change, negative = inhibition, hits mostly inhibitors; 0.007% of 270,000 active; AID 1868; further: potency means the concentration at half of the fitted maximal effect
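Galactose (100 uM) and ATP (35 uM) were turned over by 5 nM GALK for 1 h at RT. Kinase-Glo Plus then converted the remaining ATP into a luminescent signal.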
Eya2 inh = Eya2 (human) phosphatase inhibition. 0.006% of 330,000 active. Potency, µM (series often up to 76.9 µM), inactives show at the highest dose activity, negative = inhibition, actives largely listed as inhibitors. O00167. AID 488837. recombinant Eya2, OMFP fluorescence dephosphorylation (OMFP is methylfluorescein phosphate); further: potency means the concentration at half of the fitted maximal effect
Target sequence (O00167 whole entry, looked up): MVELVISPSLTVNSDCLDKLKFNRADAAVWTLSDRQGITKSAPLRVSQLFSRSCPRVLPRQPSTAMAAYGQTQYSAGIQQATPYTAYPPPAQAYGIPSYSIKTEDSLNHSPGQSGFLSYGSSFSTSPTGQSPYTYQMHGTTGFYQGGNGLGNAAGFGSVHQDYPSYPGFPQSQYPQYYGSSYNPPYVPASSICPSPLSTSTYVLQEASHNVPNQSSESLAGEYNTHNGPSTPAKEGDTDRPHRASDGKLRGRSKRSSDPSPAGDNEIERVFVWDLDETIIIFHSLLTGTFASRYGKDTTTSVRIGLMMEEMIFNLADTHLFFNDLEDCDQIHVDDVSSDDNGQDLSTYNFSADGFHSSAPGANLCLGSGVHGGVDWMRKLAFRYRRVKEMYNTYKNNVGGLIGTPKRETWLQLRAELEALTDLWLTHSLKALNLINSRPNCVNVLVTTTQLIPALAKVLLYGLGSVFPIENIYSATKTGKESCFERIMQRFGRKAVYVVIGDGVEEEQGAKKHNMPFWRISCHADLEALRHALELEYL
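Eya2 (0.2 uM) preincubated 10 min at ambient with compound, then OMFP substrate added at 50 uM; 10 min reaction in 50 mM HEPES pH 7.5, 50 mM NaCl, 5 uM MgCl2, 0.05% BSA, 1 mM DTT. Fluorescence read at Ex 485/Em 525 nm.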
Chronic BCR inh = chronic active BCR signaling inhibition. Potency, µM (titrated, usually from 46.1 µM), without a hit: at the top dose ratio change, negative = lower green/red ratio, usual class: inhibitors. 0.05% of 340,000 active. ABC-DLBCL IkBa-CBG/CBR reporter, luminescence ratio, 4 h; active means well fitted inhibition curve with a large enough effect in the signal ratio, with a control signal flat, not every such curve was filed as active; inconclusive means small, poorly fitted or top-dose-only effect, or effect the other way, or a change in a side signal; the % refers to the signal ratio;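 further: potency means the concentration at half of the fitted maximal effect; plate controls were basal doxycycline-induced cells for no effect and cells given 10 µM MG132 for full effect; MG132 reads +100%, hits lower the ratio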
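Concentration-response series (up to 46 uM) were applied to TMD8 dual-reporter cells for 4 h at 37C with doxycycline. Green/red ratio, after filter-overlap correction, defined %Activity; red signal alone was normalised to basal cells and zero luminescence.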
PKM2 act = PKM2 (human) enzyme activation; purified PKM2, Kinase-Glo ATP luminescence, activation; response scale: 0% is enzyme alone, no compound; Potency, µM (titrated, usually from 57.5 µM), inactives show at the top dose activation, hits mostly activators; 0.34% of 260,000 active; P14618; further: potency means the concentration at half of the fitted maximal effect; nearly all actives have a fitted effect of over 55% in size
Target sequence (P14618 whole entry, looked up): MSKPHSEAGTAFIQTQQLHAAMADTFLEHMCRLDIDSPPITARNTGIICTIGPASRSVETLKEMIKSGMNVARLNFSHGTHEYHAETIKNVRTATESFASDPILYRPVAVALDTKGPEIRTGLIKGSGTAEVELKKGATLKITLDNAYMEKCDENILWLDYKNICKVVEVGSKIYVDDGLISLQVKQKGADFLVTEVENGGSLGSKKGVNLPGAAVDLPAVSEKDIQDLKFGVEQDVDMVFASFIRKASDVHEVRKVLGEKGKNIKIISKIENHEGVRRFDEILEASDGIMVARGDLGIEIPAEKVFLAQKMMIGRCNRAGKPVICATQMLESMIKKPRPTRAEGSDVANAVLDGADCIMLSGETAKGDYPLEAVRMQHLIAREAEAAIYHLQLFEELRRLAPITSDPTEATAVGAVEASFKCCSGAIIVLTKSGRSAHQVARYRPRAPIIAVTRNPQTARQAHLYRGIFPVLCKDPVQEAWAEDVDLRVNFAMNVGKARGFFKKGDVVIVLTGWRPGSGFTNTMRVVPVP
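Kinase-Glo luminescence reports ATP generated from ADP (0.1 mM) and PEP (0.5 mM) by purified hPK-M2 after 1 h at room temperature, pH 7.2 imidazole buffer; intermediate enzyme activity allows detecting inhibitors and activators.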
B2AR arrestin = beta2AR (human) beta-arrestin recruitment activity. beta-arrestin recruitment to beta2AR, cell-based reporter. Potency, µM (titrated, usually from 46.1 µM), without a hit: top-dose activation, hits mostly activators. 0.02% of 330,000 active;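 further: potency means the concentration at half of the fitted maximal effect; 0% = DMSO controls and full agonism = EC100 isoproterenol or metaproterenol; nearly all actives have a fitted effect of over 65% in size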
uPA generation = blocks generation of uPA at the cell surface. 0.31% of 330,000 active. cell surface uPA generation assay, qHTS. Potency, µM (top dose mostly 38.3 µM), without a hit: at the highest dose activity change, negative = inhibition, actives largely listed as inhibitors; active means well fitted inhibition curve with a large enough effect; inconclusive means small, poorly fitted or top-dose-only effect; inactive means no such curve, though single readings can be large or run the other way; tested in mouse RAW 264.7 cells; further: potency means the concentration at half of the fitted maximal effect; nearly all actives have a fitted effect of over 55% in size
KCNH2 3.1 inh = inhibitors of human KCNH2 3.1 potassium channel isoform; activity change, % (tested at about 1.8 µM); 0.95% of 340,000 active; U2OS KCNH2 3.1, thallium flux FluxOr; stronger effect = lower value;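 active means maximum activity change below -70%; inconclusive means maximum activity change from -70% to -50%; inactive means maximum activity change above -50%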;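 further: thallium influx rate constant from kinetic fluorescence after stimulation buffer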
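FluxOr-based Tl+ influx in U2OS cells transduced with KCNH2 3.1 virus; rate constants normalized to DMSO controls.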
The depositor's hits bear a star. Unless noted, the call rests on the fitted dose curve; in most records, active means well fitted curve in the direction sought with a large enough effect; inconclusive means small, poorly fitted or top-dose-only effect, or another doubt; inactive means no such curve, though single readings can be large; an effect the other way counts as inactive or inconclusive. Unless noted, on the % scale 0 is the no-effect control and ±100 the full control effect.

How did CCC(=O)NC(=S)Nc1ccc(-c2nc3ccc(C)cc3s2)cc1 do in these assays?
hERG WT inh: -1; FBPA coupling cs: 3; USP2a block: 3%; Giardia killer: -1; GALK inhibitor: 1%; Eya2 inh: -5%; Chronic BCR inh: 20%; PKM2 act: 10%; B2AR arrestin: -0.4%; uPA generation: 0%; KCNH2 3.1 inh: 15

Results for CC(=O)c1ccc(OC(C)c2nc3ccccc3s2)cc1 (stereo not given) ?
hERG WT inh: -1; FBPA coupling cs: 0; USP2a block: 3%; Giardia killer: 2; GALK inhibitor: -2%; Eya2 inh: 1%; Chronic BCR inh: inconclusive; B2AR arrestin: -0.5%; uPA generation: 3%; KCNH2 3.1 inh: 12

How did O=C(N/N=C/c1cccc(Oc2ccccc2)c1)c1ccc(O)cc1O do in these assays?
hERG WT inh: -11; FBPA coupling cs: 0; USP2a block: 0%; Giardia killer: 13; GALK inhibitor: 1%; Eya2 inh: 3%; Chronic BCR inh: inconclusive; PKM2 act: 2%; B2AR arrestin: -0.7%; uPA generation: 0%; KCNH2 3.1 inh: inconclusive

What do the screens show for `Cc1cc(C)n(C(=O)CCC2COc3ccccc3O2)n1` (stereo not given)?
hERG WT inh: -9; FBPA coupling cs: 3; USP2a block: 1%; Giardia killer: -6; GALK inhibitor: 0%; Eya2 inh: -1%; Chronic BCR inh: inconclusive; PKM2 act: -2%; B2AR arrestin: -0.1%; uPA generation: 4%; KCNH2 3.1 inh: 4

What do the screens show for `CC(=O)OCC1OC(n2ccc3ccccc32)C(OC(C)=O)C(OC(C)=O)C1OC(C)=O` (stereo not given)?
hERG WT inh: -2; FBPA coupling cs: 1; USP2a block: 0%; Giardia killer: -10; GALK inhibitor: -1%; Eya2 inh: 7%; Chronic BCR inh: 9%; PKM2 act: 1%; B2AR arrestin: -0.2%; uPA generation: 0%; KCNH2 3.1 inh: -1

How did Cc1cc(Cc2cc(C)c(N)cc2C)c(C)cc1N do in these assays?
hERG WT inh: -4; FBPA coupling cs: -24; USP2a block: 6%; Giardia killer: 6; GALK inhibitor: 3%; Eya2 inh: -24%; Chronic BCR inh: -6%; PKM2 act: -9%; B2AR arrestin: 0.0%; uPA generation: 2%; KCNH2 3.1 inh: -1

What do the screens show for `c1ccc(Nc2ccc3c4c(cccc24)CC3)cc1`?
hERG WT inh: -34; FBPA coupling cs: -8; USP2a block: -1%; Giardia killer: 13; GALK inhibitor: 0%; Eya2 inh: -1%; Chronic BCR inh: inconclusive; PKM2 act: 0%; B2AR arrestin: -0.3%; uPA generation: 4%; KCNH2 3.1 inh: 0

What do the screens show for `CC1CC2=C(NC(=S)NC2c2cccc(F)c2)/C(=C/c2cccc(F)c2)C1` (stereo not given)?
hERG WT inh: 4; FBPA coupling cs: -1; USP2a block: -9%; Giardia killer: 10; GALK inhibitor: 14%; Eya2 inh: 9%; Chronic BCR inh: inconclusive; PKM2 act: -1%; B2AR arrestin: 0.5%; uPA generation: 4%; KCNH2 3.1 inh: 0

Results for Cc1cc2n(n1)SC(Nc1ccc(F)cc1)N2 (stereo not given) ?
hERG WT inh: 0; FBPA coupling cs: -1; USP2a block: 0%; Giardia killer: 1; GALK inhibitor: 0%; Eya2 inh: 4%; Chronic BCR inh: 1%; PKM2 act: -1%; B2AR arrestin: -0.7%; uPA generation: 3%; KCNH2 3.1 inh: -8

What do the screens show for `CCOCCc1nnc(NC(=O)CCc2ccccc2)s1`?
hERG WT inh: 2; FBPA coupling cs: -1; USP2a block: 0%; Giardia killer: 10; GALK inhibitor: 1%; Eya2 inh: 4%; Chronic BCR inh: -3%; B2AR arrestin: -0.6%; uPA generation: 3%; KCNH2 3.1 inh: 20

How did CC(C)(C)C1(C)OC(C(N)=O)C(C(N)=O)O1 (stereo not given) do in these assays?
hERG WT inh: 7; FBPA coupling cs: 6; USP2a block: 0%; Giardia killer: 19; GALK inhibitor: 0%; Eya2 inh: 8%; Chronic BCR inh: 1%; PKM2 act: 0%; B2AR arrestin: -0.1%; uPA generation: -2%; KCNH2 3.1 inh: -11

How did Clc1ccccc1-c1nc2ccccc2[nH]1 do in these assays?
hERG WT inh: 8; FBPA coupling cs: -10; USP2a block: 3%; Giardia killer: -16; GALK inhibitor: 6%; Eya2 inh: -8%; Chronic BCR inh: inconclusive; PKM2 act: -1%; B2AR arrestin: -1.1%; uPA generation: -6%; KCNH2 3.1 inh: -26

Results for O=C(CCNc1ccc(Cl)c(C(F)(F)F)c1)c1ccco1 ?
hERG WT inh: -7; FBPA coupling cs: 0; USP2a block: 3%; Giardia killer: -21; GALK inhibitor: -3%; Eya2 inh: 7%; Chronic BCR inh: 0%; PKM2 act: 3%; B2AR arrestin: -2.1%; uPA generation: 2%; KCNH2 3.1 inh: -18

What do the screens show for `O=C(N=Nc1c(O)n(Cc2ccccc2)c2ccccc12)c1ccc(O)cc1`?
hERG WT inh: 3; FBPA coupling cs: -2; USP2a block: -1%; Giardia killer: inconclusive; GALK inhibitor: -2%; Eya2 inh: 0%; Chronic BCR inh: inconclusive; PKM2 act: -4%; B2AR arrestin: -1.9%; uPA generation: -7%; KCNH2 3.1 inh: 2

Results for CCN(CC)C(=O)C[n+]1cccc(C(N)=O)c1 ?
hERG WT inh: -3; FBPA coupling cs: 2; USP2a block: -1%; Giardia killer: -8; Eya2 inh: -1%; Chronic BCR inh: 2%; PKM2 act: 4%; B2AR arrestin: 0.0%; uPA generation: 5%; KCNH2 3.1 inh: 8

Results for Cc1ccccc1OCC(=O)NCCCNC(=O)c1cccnc1 ?
hERG WT inh: 5; FBPA coupling cs: 4; USP2a block: -6%; Giardia killer: 30; GALK inhibitor: 7%; Eya2 inh: -9%; Chronic BCR inh: -1%; PKM2 act: -2%; B2AR arrestin: -0.1%; uPA generation: 1%; KCNH2 3.1 inh: -10

Results for CCCOc1ccc(S(=O)(=O)n2cc(F)c(=O)[nH]c2=O)cc1 ?
hERG WT inh: 23; FBPA coupling cs: 11; USP2a block: -3%; Giardia killer: 10; GALK inhibitor: -1%; Eya2 inh: 1%; Chronic BCR inh: 1%; PKM2 act: 12%; B2AR arrestin: 0.4%; uPA generation: -15%; KCNH2 3.1 inh: -4

How did CC(C)CC(=O)Nc1ccc(-c2nc3ccccc3c(=O)[nH]2)cc1 do in these assays?
hERG WT inh: -6; FBPA coupling cs: -1; USP2a block: -1%; Giardia killer: -30; GALK inhibitor: 1%; Eya2 inh: 1%; Chronic BCR inh: 9%; PKM2 act: -3%; B2AR arrestin: -0.7%; uPA generation: -2%; KCNH2 3.1 inh: 9

Results for COc1ccccc1NC(=S)N(C(C)C)C(C)c1ccccn1 (stereo not given) ?
hERG WT inh: -4; FBPA coupling cs: 1; USP2a block: 1%; Giardia killer: -7; GALK inhibitor: 1%; Eya2 inh: -2%; Chronic BCR inh: 0%; PKM2 act: 1%; B2AR arrestin: -0.6%; uPA generation: 4%; KCNH2 3.1 inh: inconclusive

Results for CC(=O)NC(Cc1ccccc1F)C(=O)NC1CCN(C(=O)NCc2ccccc2)CC1 (stereo not given) ?
hERG WT inh: 1; FBPA coupling cs: 1; USP2a block: -1%; Giardia killer: -16; GALK inhibitor: -2%; Eya2 inh: 19%; Chronic BCR inh: inconclusive; B2AR arrestin: -0.2%; uPA generation: 3%; KCNH2 3.1 inh: 20

How did O=C(CSc1ccc(/C=N/NC(=O)c2cccc(F)c2)o1)Nc1ccccc1 do in these assays?
hERG WT inh: 1; FBPA coupling cs: 1; USP2a block: 0%; Giardia killer: 8; GALK inhibitor: 1%; Eya2 inh: -13%; Chronic BCR inh: -11%; PKM2 act: 0%; B2AR arrestin: -0.4%; uPA generation: -2%; KCNH2 3.1 inh: 8

What do the screens show for `O=C(O)Cc1ccc2oc(-c3ccccn3)nc2c1`?
hERG WT inh: 4; FBPA coupling cs: -2; USP2a block: 5%; Giardia killer: -24; GALK inhibitor: -1%; Eya2 inh: -3%; Chronic BCR inh: 0%; B2AR arrestin: -0.4%; uPA generation: -3%; KCNH2 3.1 inh: -1

What do the screens show for `CC(=O)c1cccc(Nc2ncnc3ccc(Br)cc23)c1`?
hERG WT inh: -4; FBPA coupling cs: 4; USP2a block: 5%; Giardia killer: 5; GALK inhibitor: 1%; Eya2 inh: -5%; Chronic BCR inh: inconclusive; B2AR arrestin: 0.2%; uPA generation: -2%; KCNH2 3.1 inh: 8

2 compounds picked at random from those above, as already listed:
Results for Cc1ccccc1OCC(=O)NCCCNC(=O)c1cccnc1 ?
hERG WT inh: 5; FBPA coupling cs: 4; USP2a block: -6%; Giardia killer: 30; GALK inhibitor: 7%; Eya2 inh: -9%; Chronic BCR inh: -1%; PKM2 act: -2%; B2AR arrestin: -0.1%; uPA generation: 1%; KCNH2 3.1 inh: -10

Results for COc1ccccc1NC(=S)N(C(C)C)C(C)c1ccccn1 (stereo not given) ?
hERG WT inh: -4; FBPA coupling cs: 1; USP2a block: 1%; Giardia killer: -7; GALK inhibitor: 1%; Eya2 inh: -2%; Chronic BCR inh: 0%; PKM2 act: 1%; B2AR arrestin: -0.6%; uPA generation: 4%; KCNH2 3.1 inh: inconclusive
